hIAP block: human IAP inhibition; P09923; purified IAP, CDP-Star luminescence, 30 min; inhibition, % at 10 µM; actives 0.12% (n = 330,000); AID 2544;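 active = inhibition reaching a set limit with compound at 10 µM in the primary screen, cut at about 35% in these data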;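 note: plate controls were DMSO wells with enzyme for no effect and no-enzyme buffer wells for full effect; values of inactives mirror those of a sister screen read the other way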
ATG4B inh: inhibitors of human ATG4B cysteine protease | Q9Y4P1 | ATG4B cleavage of LC3-PLA2, NBD-HPC fluorescence, 1 h | inhibition, % at 8.33 µM | actives 0.51% (n = 340,000); in the data active = inhibition above about 40%
APOBEC3A inh: blocks human APOBEC3A ssDNA deamination; P31941; recombinant A3A, FAM/TAMRA ssDNA deamination fluorescence; inhibition, % at 20 µM; actives 0.41% (n = 330,000); AID 493011;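 active = at least 40% inhibition at 20 µM here, with at most 30% in a related deaminase screen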;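 note: plate controls were A3A with DMSO for no effect and wells lacking A3A enzyme for full effect; some results filed as inactive read as strong as hits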
mIAP block: mouse IAP inhibition. purified mouse IAP, CDP-Star luminescence, 30 min. inhibition, % at 10 µM. actives 0.2% (n = 330,000). AID 2806;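 active = inhibition of at least 40% at 10 µM in the primary screen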;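 note: plate controls were DMSO with enzyme for no effect and no enzyme wells for full effect; values of inactives mirror those of a sister screen read the other way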
hIAP act: increases human intestinal alkaline phosphatase activity. P09923. AID 2524. activation factor at 10 µM. purified human IAP, CDP-Star luminescence, 30 min; stronger effect = higher value; 1 = vehicle-only enzyme, 0 = enzyme-free background. actives 0.16% (n = 330,000);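 active = activation factor of the enzyme at least 2-fold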; note: the source names both 10 and 20 µM as test concentration; values of inactives mirror those of a sister screen read the other way
PfG6PD inh: PfG6PD (Plasmodium falciparum) enzyme inhibition; PfGluPho enzyme, NADPH resazurin-diaphorase fluorescence; inhibition, % at 20 µM; actives 0.78% (n = 350,000); AID 504690;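 active = inhibition reaching at least a set limit at 20 µM in the primary screen, cut at about 59% in these data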;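 note: 0% = DMSO wells with substrate and 100% = DMSO wells lacking glucose-6-phosphate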
mIAP act: increases mouse intestinal alkaline phosphatase activity; actives 0.24% (n = 330,000); muIAP, CDP-Star luminescence, 30 min; stronger effect = higher value; 1 = vehicle-only enzyme signal, 0 = enzyme-free wells; AID 2805; activation factor at 10 µM;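 active = activation factor of at least 2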; note: the source names both 10 and 20 µM as test concentration; values of inactives mirror those of a sister screen read the other way
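Assay system: mouse IAP enzyme; Reagent: CDP-Star chemiluminescent phosphatase substrate; Compound: DMSO-dissolved test compounds; Incubation: 30 min, room temperature; Technique: luminescence from enzymatic CDP-Star hydrolysis; Controls: DMSO-only wells and no-enzyme negative control.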
HKDC1 inhibitor: inhibitors of human hexokinase HKDC1; recombinant HKDC1, G6PDH/diaphorase resazurin coupled fluorescence; inhibition, % at 20 µM; actives 0.16% (n = 340,000); AID 493160;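 active = inhibition above about 35% when tested at 20 µM, limit read from the data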;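 note: plate controls were DMSO wells with enzyme for no effect and DMSO wells lacking enzyme for full effect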
Target sequence (Q2TB90 whole entry, looked up): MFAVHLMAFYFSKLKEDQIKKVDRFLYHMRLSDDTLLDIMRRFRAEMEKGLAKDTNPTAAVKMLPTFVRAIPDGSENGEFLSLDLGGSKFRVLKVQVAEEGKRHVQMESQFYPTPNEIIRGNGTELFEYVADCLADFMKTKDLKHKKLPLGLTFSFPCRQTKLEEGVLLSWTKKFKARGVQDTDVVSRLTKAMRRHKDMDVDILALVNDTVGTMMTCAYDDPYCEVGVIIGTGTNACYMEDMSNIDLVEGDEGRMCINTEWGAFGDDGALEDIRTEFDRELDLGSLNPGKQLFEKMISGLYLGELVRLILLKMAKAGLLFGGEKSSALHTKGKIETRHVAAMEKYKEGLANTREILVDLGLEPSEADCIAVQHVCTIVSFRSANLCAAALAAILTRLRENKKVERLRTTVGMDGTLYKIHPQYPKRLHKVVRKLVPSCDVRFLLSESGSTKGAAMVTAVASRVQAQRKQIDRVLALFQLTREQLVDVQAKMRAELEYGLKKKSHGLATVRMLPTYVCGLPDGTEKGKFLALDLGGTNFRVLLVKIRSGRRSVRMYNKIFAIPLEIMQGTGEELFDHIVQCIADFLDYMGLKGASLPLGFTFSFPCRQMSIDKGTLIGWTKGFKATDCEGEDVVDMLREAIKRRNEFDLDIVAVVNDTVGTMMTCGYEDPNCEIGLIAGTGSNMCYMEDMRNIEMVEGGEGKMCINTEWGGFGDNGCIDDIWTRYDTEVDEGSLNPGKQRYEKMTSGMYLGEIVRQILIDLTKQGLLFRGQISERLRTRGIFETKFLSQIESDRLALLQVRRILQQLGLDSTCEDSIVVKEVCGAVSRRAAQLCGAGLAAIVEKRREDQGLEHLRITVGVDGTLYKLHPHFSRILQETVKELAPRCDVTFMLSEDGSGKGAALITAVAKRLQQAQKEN
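Test system: recombinant HKDC1 (HK5) hexokinase enzyme, produced in-house / Doses: 20 µM test compound, 1% DMSO / Timing: 90 min, room temperature / Detection: G6PDH/diaphorase-coupled fluorescence, 1 mM NADP, 100 µM resazurin, 525/613 nm / Control set: DMSO wells with and without enzyme mix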
* hit, by the source's call; nt = not tested or not shown.

No.	Structure	hIAP block	ATG4B inh	APOBEC3A inh	mIAP block
1	COc1ccc(N2CCN(C(=O)CSc3nnnn3C3CC3)CC2)cc1	2	-1	0	-4
2	N#Cc1ccc(COC(=O)CSc2nnc(N)s2)cc1	9	-7	1	-3
3	CCOC(=O)c1ccccc1NC(=O)COC(=O)CN1C(=O)NC2(CCCC2)C1=O	-34	-8	-2	-8
4	CC1(C)O[C@@H]2[C@H](O1)[C@@H](CO)O[C@H]2n1c(N2CCCCC2)nc2c(N)ncnc21	-6	1	-1	-2
5	Cc1nn2c(NCCCN(C)C)c3c(nc2c1-c1ccccc1)CCC3	-18	6	0	-2
6	O=C(CCNS(=O)(=O)c1ccc(Cl)cc1)NCc1cccnc1	17	7	-2	4
7	Cc1ccc(N2C(=O)CC(NNC(=O)Cc3ccc(F)cc3)C2=O)cc1Cl (stereo not given)	-14	-4	-6	-1
8	CC1Cc2ccccc2N1Cc1cc(=O)c(OCC(=O)NCCc2ccccc2)co1 (stereo not given)	1	-5	0	-4
9	COc1ccc([N+](=O)[O-])cc1N(CC(O)CN(CC(C)C)CC(C)C)S(=O)(=O)c1ccc(C)cc1 (stereo not given)	8	15	-6	9
10	Cc1cc2c(cc1S(=O)(=O)N1CCN(c3ccc(Cl)cc3)CC1)OCCN2C	0	-7	3	2

No.	hIAP act	PfG6PD inh	mIAP act	HKDC1 inhibitor
1	0.98	1	1	-6
2	0.91	-1	1	-10
3	1.3	-4	1.1	-2
4	1.1	6	1	0
5	1.2	-4	1	-4
6	0.83	4	0.95	-10
7	1.1	-12	1	-3
8	0.99	8	1	7
9	0.92	-7	0.91	1
10	1	21	0.98	4

Next section.
No.	Structure	hIAP block	ATG4B inh	APOBEC3A inh	mIAP block
11	CCc1cc(C(=O)c2ccc(OC)cc2)c(NC(=O)CN2CCCC2)s1	-12	1	2	6
12	Cc1ccc(OCCNC(=O)c2cccc(S(=O)(=O)NCc3ccccc3)c2)cc1	-19	-6	1	0
13	Nc1ccc(N=Nc2ccccc2)c(N)n1	0	-6	-1	14
14	Cc1ccc(NCC(=O)Nc2cccc(F)c2)cc1S(=O)(=O)N1CCCCCC1	-13	0	-4	-16
15	CCOc1cc(C)c(Cl)cc1S(=O)(=O)n1ccnc1	-9	10	0	1
16	CCOC(=O)c1c(NC(=O)CSc2nnc(C)s2)sc2c1CCC(CC)C2 (stereo not given)	4	-4	5	0
17	CCCCC12CN3CC(C)(CN(C1)C3c1ccc([N+](=O)[O-])o1)C2=O (stereo not given)	-2	-2	1	-7
18	O=C(Nc1ccc2c(c1)CCC2)c1cccc(OC(F)F)c1	4	-9	-3	3
19	COc1ccc(OCCC(=O)OCC(=O)NCc2ccccc2)cc1	15	-1	3	2
20	COc1cc(Cl)c(C)cc1NC(=O)COC(=O)CCc1nc2ccccc2c(=O)[nH]1	3	-3	12	-4

No.	hIAP act	PfG6PD inh	mIAP act	HKDC1 inhibitor
11	1.1	12	0.94	2
12	1.2	8	0.99	7
13	1	22	0.86	-2
14	1.1	-15	1.2	1
15	1.1	-8	0.99	-4
16	0.96	-10	1	5
17	1	-7	1.1	-8
18	0.96	30	0.97	-3
19	0.85	5	0.98	-4
20	0.97	-14	1	0

(list continues)
No.	Structure	hIAP block	ATG4B inh	APOBEC3A inh	mIAP block
21	O=C(CSc1nnc2ccc3ccccc3n12)N1CCOCC1	2	3	-1	2
22	O=C(CCNC(=O)c1ccccc1Cl)OCC(=O)c1ccccc1	-10	6	2	1
23	COc1ccc(Nc2cc3n(c(=O)n2)CCc2cc(OC)c(OC)cc2-3)c(C)c1	3	-6	0	-1
24	COC(=O)c1ccccc1NC(=O)c1cc2sccc2n1C	-6	10	5	18
25	Cc1ccc(C(=O)Nc2nc3ccc(S(C)(=O)=O)cc3s2)o1	6	-13	0	0
26	OCCNCCNCc1ccc(-c2ccccc2)cc1	-21	nt	0	-2
27	CC(Nc1n[nH]c(=O)[nH]c1=O)C(=O)N/N=C/c1ccccc1 (stereo not given)	8	-8	-2	1
28	COc1ccc(C(c2c(NC(=O)c3ccccc3)sc(C)c2C)N2CCN(CCO)CC2)cc1 (stereo not given)	4	-10	1	13
29	CCOc1ccc2nc(N/C(N)=N/C(=S)Nc3ccc(OC)cc3)nc(C)c2c1	-16	-11	1	13
30	Nc1nc2n(n1)C(c1cccc(Cl)c1)CC(c1ccc(F)cc1)N2 (stereo not given)	-17	3	0	-1

No.	hIAP act	PfG6PD inh	mIAP act	HKDC1 inhibitor
21	0.98	-9	0.98	2
22	1.1	-3	0.99	-9
23	0.97	-13	1	-7
24	1.1	7	0.82	14
25	0.94	9	1	-1
26	1.2	nt	1	nt
27	0.92	3	0.99	-4
28	0.95	-4	0.87	-6
29	1.2	-5	0.87	0
30	1.2	-8	1	-8

New compounds follow
No.	Structure	hIAP block	ATG4B inh	APOBEC3A inh	mIAP block
31	Cc1ccc(NC(=O)CN(C)CC(=O)Nc2ccc(F)c(F)c2F)c(Cl)c1	-67	-10	0	-4
32	CCN(CC)CCCNC(=O)c1ccc(Cl)c(S(=O)(=O)Nc2ccccc2OC)c1	-5	-7	6	-15
33	CN(CC(=O)Nc1ccccc1C(=O)NC1CC1)Cc1ccccc1F	9	0	-4	4
34	CCOC(=O)c1c(-c2ccc(OC)cc2)csc1NC(=O)CSc1ncnc2sccc12	-8	-11	1	12
35	COc1ccc(N(CC(=O)Nc2cccc(SC)c2)S(C)(=O)=O)cc1	-4	-7	0	-1
36	COc1ccc(CNC(=O)COC(=O)c2ccc3ncsc3c2)cc1OC	-2	4	1	3
37	O=C(CCNC(=O)c1ccccc1Cl)Nc1cc(S(=O)(=O)N2CCOCC2)ccc1N1CCCC1	-19	-1	-1	-9
38	S=C(NC1CCCCC1)N1CCOCC1	7	-7	-6	0
39	CCCN=C1N(CC)C[C@@H]2[C@@H]3C(=O)N(Cc4ccccc4)C(=O)[C@@H]3[C@](C)(C(=O)OC)N12	nt	5	3	-3
40	O=C(NNC(=O)c1ccc(O)c(Cl)c1)c1cccc(S(=O)(=O)N2CCOCC2)c1	-13	-8	2	-3

No.	hIAP act	PfG6PD inh	mIAP act	HKDC1 inhibitor
31	1.7	7	1	0
32	1	-20	1.1	6
33	0.91	5	0.96	-4
34	1.1	2	0.88	-2
35	1	-8	1	-3
36	1	-12	0.97	-2
37	1.2	-11	1.1	-3
38	0.93	2	1	0
39	nt	-11	1	6
40	1.1	16	1	-7

The list goes on:
No.	Structure	hIAP block	ATG4B inh	APOBEC3A inh	mIAP block
41	O=C(CSc1nnc(-c2ccco2)o1)Nc1ccccc1Cl	4	-6	4	0
42	CCOCCCn1c(=NC(C)=O)c(C#N)cc2c(=O)n3ccccc3nc21	14	5	3	-1
43	Cc1cc2cc(CCNC(=O)CC(C)C)c(=O)[nH]c2cc1C	6	nt	2	-2
44	CS(=O)(=O)Cc1ccc(C(=O)NC2CCCc3ccccc32)cc1 (stereo not given)	6	-7	-2	-4
45	CNS(=O)(=O)c1cc(OC)ccc1OC	23	9	3	5
46	CCOC(=O)/C=C1\SCC(=O)N1CC(=O)NC(C)c1ccccc1 (stereo not given)	-9	7	1	8
47	Cc1nn(-c2ccccc2)c2c1C(c1ccc([N+](=O)[O-])cc1)C(C#N)=C(N)O2 (stereo not given)	6	-1	-5	12
48	COc1ccc(/C=C2\CC/C(=C\c3ccc(OC)c(OC)c3)C2=O)cc1OC	2	11	-2	12
49	O=C(CC(NS(=O)(=O)c1ccc(Cl)cc1)c1ccco1)NCc1cccnc1 (stereo not given)	3	2	-3	-6
50	CCOc1ccc(S(=O)(=O)N(CC(=O)NC2CCCC2)c2ccc(F)cc2)cc1	-24	0	1	2

No.	hIAP act	PfG6PD inh	mIAP act	HKDC1 inhibitor
41	0.96	9	1	-6
42	0.86	-1	1	5
43	0.94	nt	1	nt
44	0.94	6	1	-6
45	0.77	-4	0.95	-16
46	1.1	-13	0.92	-15
47	0.94	13	0.88	3
48	0.98	3	0.88	12
49	0.97	-14	1.1	1
50	1.2	-15	0.98	-1

Overlap with the part before: three entries; new compounds follow.
No.	Structure	hIAP block	ATG4B inh	APOBEC3A inh	mIAP block
48	COc1ccc(/C=C2\CC/C(=C\c3ccc(OC)c(OC)c3)C2=O)cc1OC	2	11	-2	12
49	O=C(CC(NS(=O)(=O)c1ccc(Cl)cc1)c1ccco1)NCc1cccnc1 (stereo not given)	3	2	-3	-6
50	CCOc1ccc(S(=O)(=O)N(CC(=O)NC2CCCC2)c2ccc(F)cc2)cc1	-24	0	1	2
51	CNc1nnc(-c2ccncc2)s1	-6	2	2	3
52	OCc1cn(-c2ccc(Cl)cc2)nn1	-24	-5	-2	3
53	CCCCn1c(N)c(N(CCOC)C(=O)c2cc(-c3ccc(OC)c(OC)c3)nc3ccccc23)c(=O)[nH]c1=O	-12	-11	52*	-3
54	O=C(N1CCOCC1)N1CCCN(C(=O)N2CCOCC2)CC1	21	6	-1	7
55	Cc1c(C)c2c(OCC(=O)NCc3cccnc3)cc3c(c2oc1=O)CCC(C)(C)O3	12	-17	-5	-2
56	COCCCNC(=O)C1CCCN(S(=O)(=O)c2ccc(C)cc2)C1 (stereo not given)	-2	-6	-3	0
57	CCOC(=O)CN1C(=O)COc2ccc(Cl)cc21	-22	1	0	8
58	Cc1sc(=NC(=O)c2ccco2)n(C)c1-c1ccccc1	-17	1	-3	-10
59	COc1ccc(-c2nnc(N3CCC(C)CC3)c3ccccc23)cc1	-3	-11	-4	6
60	OCc1cccc(Nc2ncnc3sc4c(c23)CCCCC4)c1	6	-8	2	-12

No.	hIAP act	PfG6PD inh	mIAP act	HKDC1 inhibitor
48	0.98	3	0.88	12
49	0.97	-14	1.1	1
50	1.2	-15	0.98	-1
51	1.1	-2	0.97	-6
52	1.2	-5	0.97	6
53	1.1	0	1	2
54	0.79	-6	0.93	-5
55	0.89	13	1	-1
56	1	20	0.99	-10
57	1.2	-7	0.92	-12
58	1.2	12	1.1	-7
59	1	7	0.94	1
60	0.94	10	1.1	4
